Screening data (PubChem)
PAX8 inh HTS – lowers PAX8-driven luciferase in RMG-I cells. inhibition, % at 12.6 µM. AID 652154. RMG-I TPO-luciferase reporter, SteadyGlo, 24 h. 360,000 tested, 1.2% active;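 active means mean replicate inhibition at least 60% with every replicate also reaching 60%; inconclusive means only one of the two criteria is met; inactive means mean below 60% and not all replicates reaching 60%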;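 further: luciferase light reporting Pax8 driven TPO promoter activity; plate controls were median of neutral control wells for no effect and mitoxantrone controls for full effect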
Casp6 inh – caspase-6 (human) enzyme inhibition; P55212; purified caspase-6, Z-VEID-R110 cleavage fluorescence; inhibition, % at 12.5 µM; 350,000 tested, 0.53% active; AID 686996;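 active means mean inhibition across replicates at least about 35%, with every replicate also reaching that limit, limit read from the data; inconclusive means only one of the two criteria met; inactive means neither criterion met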;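 further: 0% = median of neutral control wells and 100% = no fluorescence left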
Target sequence (P55212 24-179 limits assumed): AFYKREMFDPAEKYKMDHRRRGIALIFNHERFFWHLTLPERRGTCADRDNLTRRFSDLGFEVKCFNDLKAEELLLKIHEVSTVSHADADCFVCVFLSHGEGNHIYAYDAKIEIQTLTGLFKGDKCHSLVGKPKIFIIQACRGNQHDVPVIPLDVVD
Target sequence (P55212 194-293 limits assumed): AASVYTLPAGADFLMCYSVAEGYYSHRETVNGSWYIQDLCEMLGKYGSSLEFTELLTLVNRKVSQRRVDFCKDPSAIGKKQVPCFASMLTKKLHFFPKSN
SIRT5 inh – sirtuin-5 (human) deacylase inhibition | Purified SirT5, succinyl-peptide AMC, trypsin-coupled fluorescence | AID 652115 | 330,000 tested, 1.1% active | Q9NXA8 | inhibition, % at 15 µM; in the data active means inhibition above about 15%; inconclusive means no clear call, values can overlap the other calls
Target sequence (Q9NXA8 whole entry, looked up): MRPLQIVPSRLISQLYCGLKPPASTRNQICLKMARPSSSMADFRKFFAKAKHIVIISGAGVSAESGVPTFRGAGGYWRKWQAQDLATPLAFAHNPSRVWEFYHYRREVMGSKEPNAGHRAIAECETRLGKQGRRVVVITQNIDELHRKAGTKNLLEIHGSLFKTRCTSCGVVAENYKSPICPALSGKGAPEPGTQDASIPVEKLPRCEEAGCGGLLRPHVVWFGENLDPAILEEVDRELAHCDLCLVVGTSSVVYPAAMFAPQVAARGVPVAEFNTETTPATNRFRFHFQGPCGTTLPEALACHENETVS
DENV2 CPE – inhibitors of DENV2 cytopathic effect. DENV2-infected cells, cytopathic effect rescue, plate reader. CPE inhibition, % at 9.99 µM. 350,000 tested, 1.7% active. AID 651640; in the data active means CPE inhibition above about 20%, passing the limit was not always enough; inconclusive means no clear call, values can overlap the other calls; tested in BHK-21 cells;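 further: 0% = median of neutral control wells and 100% = median of positive control wells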
ARNT-TACC3 inh – ARNT/TACC3 interaction disruption. Q9Y6A5. AlphaScreen His-ARNT PAS-B/GST-TACC3 binding, luminescence; TACC3 fragment carries E629A point mutation. inhibition, % at 9.99 µM. 390,000 tested, 0.66% active. AID 623870;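 active means mean inhibition of replicates at least 50% and at least half of replicates each reaching 50%; inconclusive means half or more replicates reach 50% but mean below 50%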;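 further: 0% = complete ARNT plus TACC3 wells and 100% = ARNT alone without TACC3; many hits fall short of the cut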
LGR2 inh – blocks bursicon-induced cAMP signaling via Drosophila LGR2; HEK293 LGR2, CRE-luciferase, bursicon-stimulated, 4 h; inhibition, % at 9.99 µM; 380,000 tested, 0.35% active;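 active means drop in luminescence signal, shown as inhibition above about 50% in the replicate tests, limit read from the data, passing the limit was not always enough; inconclusive means probably only some replicates passing the limit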;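 further: agonist challenge used bursicon conditioned medium at about half maximal strength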
EWS-Fli inh – inhibitors of EWS/Fli oncoprotein transcriptional activity | inhibition, % at 12.6 µM | AID 651661 | 350,000 tested, 0.67% active | A673 NR0B1-luciferase reporter, viability-normalised;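 active means mean inhibition of at least 50% after viability correction, with every replicate also passing that limit; inconclusive means mean reaches 50% but only one of two replicates passes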;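 further: firefly luciferase signal divided by Alamar Blue viability fluorescence both relative to DMSO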
The depositor's hits bear a star; ? = inconclusive; · = no result given; & = joins results of further samples.

SMILES	PAX8 inh HTS	Casp6 inh	SIRT5 inh	DENV2 CPE	ARNT-TACC3 inh	LGR2 inh	EWS-Fli inh
CCn1cc(C(=O)NCCCN(C)C)c(=O)c2cc(F)c(N3CCN(C)CC3)cc21	-18	-22	-7	·	·	-6	·
CCOc1ccc(CCNC(=O)CN2C(=O)NC(CCSC)C2=O)cc1OCC (centres undefined)	-3	0	-7	5	-6	42	19
Cc1ccc(S(=O)(=O)N2CCC(N3CCC(C)CC3)CC2)cc1	4	-6	-6	13	2	-7	4
COc1ccc(COC[C@@]23Oc4ccccc4[C@@H](NC(=O)N2C)[C@H]3CO)cc1	34	-3	-2	6	-2	·	8
CCN(CC)c1ccc(S(=O)(=O)N2CCOCC2)cc1NC(=O)CNCc1cccc(Cl)c1	7	3	-4	5	9	6	5
O=C(O)c1cc(-c2ccc(/C=C3/SC(=S)N(Cc4ccccc4)C3=O)o2)ccc1Cl	-23	51*	5	1	1	?	-11
C[C@H]1CN([C@@H](C)CO)C(=O)Cc2cc(NC(=O)c3ccncc3)ccc2O[C@@H]1CN(C)C(=O)Nc1ccc(C(F)(F)F)cc1	-8	1	3	1	2	-3	-5
Cc1ccc(S(=O)(=O)N2CCCCC2)cc1NC(=O)c1ccncc1	-12	-1	-1	18	-1	-12	1
CCN(CC)CCCn1c2c(c(SCC(=O)Nc3nc(C)cs3)nc1=O)CCC2	16	-5	-3	8	·	-18	6
O=C(Nc1ccc(N2CCN(C(=O)c3ccccc3)CC2)cc1)c1cccnc1	22	-3	2	7	·	-20	-14
CC1=C(C(=O)N2CCCCCC2)CC(CC(=O)NC2CCCC2)C(=O)N1Cc1ccc(F)cc1 (centres undefined)	2	-3	·	20	·	-4	4
COC(=O)c1ccccc1OS(=O)(=O)N(C)C	4	-2	-3	1	·	-3	1
COC(=O)c1cc2occc2n1Cc1cccc(C)c1	-11	-1	-3	0	·	4	-8
C=CCNC(=S)NNC(=O)c1cc(O)ccc1O	-22	7	2	5	·	-16	-3
Cc1ccc(NC(=O)c2cc(-c3cccs3)nc3ccccc23)nc1	12	2	-5	-2	4	18	-8
N#CCCNS(=O)(=O)c1ccc(C(=O)OCC(=O)Nc2ccc3c(c2)OCO3)cc1	-3	1	-7	?	6	-1	-1
C[C@H]1CN([C@@H](C)CO)C(=O)c2cc(C#CC3(O)CCCC3)cnc2O[C@@H]1CN(C)Cc1ccccc1	·	-1	-3	-4	1	-6	3
COc1ccc(N)cc1NC(=O)CN1CCOCC1	7	2	0	-2	·	7	-11
Cc1ccc(S(=O)(=O)Nc2ccc3c(c2)CC(=O)N([C@H](C)CO)C[C@@H](C)[C@@H](CN(C)C(=O)Nc2ccccc2)O3)cc1	-10	-2	-2	2	-10	-5	4
O=C(Cn1cnc2ccccc21)N/N=C/c1cccnc1	-1	-2	9	13	7	-11	-6

Arranged by the number under LGR2 inh (descending): 3 of the compounds above.
structure	LGR2 inh
COC(=O)c1cc2occc2n1Cc1cccc(C)c1	4
CC1=C(C(=O)N2CCCCCC2)CC(CC(=O)NC2CCCC2)C(=O)N1Cc1ccc(F)cc1 (centres undefined)	-4
C=CCNC(=S)NNC(=O)c1cc(O)ccc1O	-16

Next section
SMILES	PAX8 inh HTS	Casp6 inh	SIRT5 inh	DENV2 CPE	ARNT-TACC3 inh	LGR2 inh	EWS-Fli inh
CC(C)NC(=O)N[C@H]1CC[C@H](CCNC(=O)C2CC2)O[C@H]1CO	-18	-9	4	-12	-1	-5	-8
Cc1ccc(NC(=O)Nc2ccc3c(c2)C(=O)N(C)[C@@H]2CC[C@@H](CC(=O)NCC(F)(F)F)O[C@H]2CO3)cc1	-6	1	-7	0	14	-14	-5
COc1ccc(CN(C)C[C@H]2Oc3ccc(NS(C)(=O)=O)cc3C(=O)N([C@H](C)CO)C[C@@H]2C)cc1	7	2	3	-3	-8	-6	1
COc1ccc(C2CC(c3ccccc3)=NN2C(=O)COC(=O)c2cc(S(=O)(=O)N3CCOCC3)ccc2F)cc1 (centres undefined)	3	-1	-3	·	2	4	32
O=C(Nc1cccc([N+](=O)[O-])c1)c1ccc2ccccc2c1O	-64	9	-3	3	0	-67	-108
CCOC(=O)NC(=O)c1cn(-c2ccc(OC)cc2)c(=O)[nH]c1=O	6	1	2	-4	-21	26	8
CCN(CC)c1ccc(C(=O)NNC(=O)CCc2nc3ccccc3c(=O)[nH]2)cc1	·	5	0	-4	-1	27	19
COc1ccc(N(CC(C)C)S(=O)(=O)c2nnc(NC(=O)c3ccco3)s2)cc1	-16	6	9	14	-5	20	10
Cc1ccc(COC(=O)c2nn(-c3ccccc3)nc2N)cc1	8	0	-41	-5	-4	-49	-9
Cc1ccc(-c2n[nH]c(=S)nc2-c2ccc(C)cc2)cc1	20	-1	1	4	-1	9	1
Cc1cccc(NC(=O)/C(=C\c2ccc([N+](=O)[O-])o2)NC(=O)c2ccc(Cl)cc2)c1	14	·	·	·	-10	16	·
C#CCN(C[C@@H]1[C@@H](OC(=O)NCC2CCCCC2)[C@@H](OC(=O)NCC2CCCCC2)CN(C(=O)OC(C)C)N1C(=O)OC(C)C)S(=O)(=O)c1ccc(C)cc1	72*	0	·	5	·	-1	11
Cc1ccc(NC(=O)CSc2nc(N)c3cc4c(nc3n2)CCCC4)cc1	-27	-1	2	-17	-7	-11	-13
CC(C)C(N)c1csc(Nc2ccccn2)n1 (centres undefined)	0	-4	-4	4	·	-2	-11
CCN[C@H]1CN(CCCOC)S(=O)(=O)c2sc(S(N)(=O)=O)cc21	-5	0	-1	-2	27	0	-1
COc1ccccc1CCNC(=O)c1ccc(C)o1	·	-1	-1	-1	1	0	-12
COc1ccccc1-c1cc2nc(C)c(CCC(=O)NCc3ccco3)c(C)n2n1	14	5	6	14	2	14	31
CCN(CC)CCN1C(=O)C2C(C(=O)Nc3cccc(SC)c3)C3C=CC2(O3)C1C(=O)NC1CCCC(C)C1C (centres undefined)	17	4	-4	1	-4	-3	19
C[C@H](CO)N1C[C@H](C)[C@@H](CN(C)Cc2ccccn2)Oc2ncc(-c3ccccc3)cc2C1=O	-4&-1&3	-3&-2&2	0&1&4	-9&4&-9	·	-6&-16	18&4&6
O=C(CN(Cc1ccccc1)C(=O)CNS(=O)(=O)c1ccccc1)NCc1ccco1	-7	0	-3	-7	-3	1	7

14 structures out of the list, sorted by length of the SMILES, descending.
SMILES	PAX8 inh HTS	Casp6 inh	SIRT5 inh	DENV2 CPE	ARNT-TACC3 inh	LGR2 inh	EWS-Fli inh
C#CCN(C[C@@H]1[C@@H](OC(=O)NCC2CCCCC2)[C@@H](OC(=O)NCC2CCCCC2)CN(C(=O)OC(C)C)N1C(=O)OC(C)C)S(=O)(=O)c1ccc(C)cc1	72*	0	·	5	·	-1	11
Cc1ccc(NC(=O)Nc2ccc3c(c2)C(=O)N(C)[C@@H]2CC[C@@H](CC(=O)NCC(F)(F)F)O[C@H]2CO3)cc1	-6	1	-7	0	14	-14	-5
C[C@H]1CN([C@@H](C)CO)C(=O)c2cc(C#CC3(O)CCCC3)cnc2O[C@@H]1CN(C)Cc1ccccc1	·	-1	-3	-4	1	-6	3
COc1ccc(C2CC(c3ccccc3)=NN2C(=O)COC(=O)c2cc(S(=O)(=O)N3CCOCC3)ccc2F)cc1 (centres undefined)	3	-1	-3	·	2	4	32
Cc1cccc(NC(=O)/C(=C\c2ccc([N+](=O)[O-])o2)NC(=O)c2ccc(Cl)cc2)c1	14	·	·	·	-10	16	·
O=C(O)c1cc(-c2ccc(/C=C3/SC(=S)N(Cc4ccccc4)C3=O)o2)ccc1Cl	-23	51*	5	1	1	?	-11
O=C(CN(Cc1ccccc1)C(=O)CNS(=O)(=O)c1ccccc1)NCc1ccco1	-7	0	-3	-7	-3	1	7
CC(C)NC(=O)N[C@H]1CC[C@H](CCNC(=O)C2CC2)O[C@H]1CO	-18	-9	4	-12	-1	-5	-8
O=C(Nc1ccc(N2CCN(C(=O)c3ccccc3)CC2)cc1)c1cccnc1	22	-3	2	7	·	-20	-14
Cc1ccc(-c2n[nH]c(=S)nc2-c2ccc(C)cc2)cc1	20	-1	1	4	-1	9	1
O=C(Cn1cnc2ccccc21)N/N=C/c1cccnc1	-1	-2	9	13	7	-11	-6
COC(=O)c1ccccc1OS(=O)(=O)N(C)C	4	-2	-3	1	·	-3	1
C=CCNC(=S)NNC(=O)c1cc(O)ccc1O	-22	7	2	5	·	-16	-3
COc1ccc(N)cc1NC(=O)CN1CCOCC1	7	2	0	-2	·	7	-11

New compounds follow.
SMILES	PAX8 inh HTS	Casp6 inh	SIRT5 inh	DENV2 CPE	ARNT-TACC3 inh	LGR2 inh	EWS-Fli inh
Cc1[nH]c2ccccc2c1C(=O)CSC(=S)N(C)C1CCCCC1	4	·	·	·	0	-10	·
O=C(Cc1ccccc1[N+](=O)[O-])NCC1(c2cccc3c2OCO3)OCCO1	-129	1	·	-3	-5	-5	-9
Cc1nn(S(=O)(=O)c2ccc(F)cc2)c(C)c1S(=O)(=O)N1CCCCC1	-9	3	-3	0	-4	-1	·
O=C(C[C@@H]1CC[C@H](NC(=O)Nc2cc(F)ccc2F)[C@@H](CO)O1)NCCCN1CCOCC1	-11	-1	6	2	-13	-16	-6
CCCOC(=O)c1ccc(Oc2cn[nH]c2-c2ccc(OCC(=O)NN)cc2O)cc1	-10	-3	3	-5	-2	-2	5
O=C(NN=Cc1cccc2ccccc12)C1CC1	-38	0	0	8	1	-23	-38
O=C(c1ccc2nc(N3CCOCC3)sc2c1)N1CCCC1	-8	-6	2	10	9	3	-13
CCCCNS(=O)(=O)c1ccc2nc(-c3cccnc3)cc(C(=O)NCCCOC)c2c1	6	2	-1	-3	-4	6	9
CO[C@@H]1CN(C)C(=O)c2ccc(NC(=O)C3CCCCC3)cc2OC[C@H](C)NC[C@@H]1C	7	7	0	0	-6	-12	-3
COCC#Cc1ccc([C@H]2[C@@H](CO)N3C(=O)CN(C(=O)C4CCOCC4)C[C@@H]23)cc1	-22	0	-3	4	·	-28	1
COc1ccc(C(=O)Nc2ccc(Cl)cn2)cc1S(=O)(=O)N1CCCC1	10	4	-1	0	5	0	-10
COc1ccc(/C=N/NC(=O)COc2cccc3ccccc23)c(C(=O)O)c1OC	5	·	·	·	-7	2	·
CC(C)C#Cc1cnc2c(c1)C(=O)N([C@H](C)CO)C[C@@H](C)[C@@H](CN(C)C(=O)Nc1ccccc1)O2	·	0	-3	3	-4	6	-12
COC(=O)c1ccc2c(=O)n(Cc3ccc(C(=O)NCCCN4CCC(C)CC4)cc3)c(=S)[nH]c2c1	-6	-5	1	9	-8	1	1
CCS(=O)(=O)c1nc(S(=O)(=O)c2ccc(Cl)cc2)c(N2CCC(O)CC2)s1	6	1	-1	0	·	23	15
CCN(CC)CCn1c2c(c(SCC(=O)Nc3ccc4c(c3)OCCO4)nc1=O)CCCC2	-4	-4	-3	-7	-1	-14	1
O=C(CSc1ccc(-c2ccc(F)cc2)nn1)NCC1CCCO1 (centres undefined)	9	2	0	-3	4	24	8
Cc1cccc(C)c1OCC1CNC(=O)O1 (centres undefined)	1	0	0	-1	-5	-6	10
COC(=O)[C@@]12CCCN1[C@H](c1ccc(-c3ccc(Cl)c(Cl)c3)cc1)[C@H]1C(=O)N(C)C(=O)[C@H]12	7	0	-3	-5	-13	7	11
CNC(=O)C[C@H]1CC[C@@H]2[C@H](COC[C@@H](O)CN2Cc2ccc(Cl)c(Cl)c2)O1	5	1	2	-5	13	14	3
O=C1CC(c2ccccc2)CC2=C1CN(C1CCCCC1)CN2 (centres undefined)	0	1	-7	·	-5	-7	·
CC(C)COP(=O)(OCC(C)C)C(Nc1ccccc1)c1ccccc1 (centres undefined)	17	-2	-1	5	-4	21	12
CN(CC(=O)Nc1ccc(F)cc1[N+](=O)[O-])C1CCS(=O)(=O)C1 (centres undefined)	-1	-3	1	-8	-1	-6	0
O=C(NC1CCCN(Cc2ccc(Cl)cc2)C1)c1ccccc1C(F)(F)F (centres undefined)	13	-1	-1	2	-2	-2	-3
CC(CNC(=O)CN1C(=O)CCSc2ccccc21)c1ccccc1 (centres undefined)	4	-2	-4	-12	4	-6	-6
O=C1c2ccccc2C(=O)c2c1ccc(O)c2O	-4	·	0	5	15	-2	-13
